Screening results as filed in PubChem BioAssay.
HepG2 viability: counter-screen for TGF-b inhibitors: cytotoxicity in HepG2 cells; HepG2 CAGA-GFP viability, ATP luminescence, 18 h; Potency, µM (top dose mostly 46.1 µM), for inactives: at the top dose activity change, negative = cytotoxicity, most hits filed as cytotoxic; hit rate 0.76% among 410,000; note: potency is the fitted concentration of half-maximal effect; some results filed as inactive show a strong effect at the top dose
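CellTiter-Glo luminescence gave cytotoxicity after 18 hours at 37 degrees C. The cells were HepG2 CAGA-GFP in 1% FBS DMEM, stimulated with 500 pg/mL TGF-beta after compound addition. %Activity was normalised to no-cell wells (complete cell-killing) and DMSO (no toxicity), and curves were fitted and classified.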
Nrf2 ARE act: Nrf2 pathway activation | AREc32 ARE-luciferase reporter (MCF7-derived line), luminescence, 24 h | Potency, µM (doses to about 46.1 µM), for the others: at the top dose activation, hits mostly activators | hit rate 0.31% among 410,000 | AID 624171; note: potency is the fitted concentration of half-maximal effect; % of control where 0% means no effect; nearly all actives have a fitted effect of over 65% in size
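Steps: seed AREc32_Fluc cells (1000/well, 5% FBS OPTI-MEM); incubate overnight at 37 deg C; add 23 nL compound; incubate 24 hr; add Steady-Glo; hold 30 min RT; read luminescence.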
Nrf2 inh: Nrf2 pathway inhibition; A549 ARE-Fluc reporter, luciferase luminescence, 18-24 h; Potency, µM (series often up to 46 µM), for the others: top-dose activity change, negative = inhibition, usual class: inhibitors; hit rate 2.1% among 360,000; AID 504444; note: potency is the fitted concentration of half-maximal effect; % is set by controls: 0 for no effect and ±100 for the full control effect; nearly all actives have a fitted effect of over 60% in size
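Reporter: ARE-Fluc in A549. Exposure: 18-24 h, 37 °C, 5% CO2, 5% FBS OPTI-MEM. Readouts: fluorescent cytotoxicity (CellTiter-Fluor), then luminescent Nrf2 signal after BugLite.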
pAkt inh: blocks phosphorylation of Akt; hit rate 0.32% among 360,000; AID 651550; activity change, % for hits at 50 µM; Neuro2A IGF-stimulated pAkt S473 HTRF, 20 min; hits give low values; in the data active = activity change below about -80%; inconclusive = mostly about -51% to -80%; note: % is set by controls: 0 for no effect and ±100 for the full control effect
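Neuro2A cells (4,500/well, DMEM with 0.5% FBS) were treated with compound at a single 50 µM final concentration, stimulated with 6 nM IGF for 20 min at 37 °C, and lysed. Phospho-Akt Ser473 was read by HTRF as 665/615 ratio ×10^4.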
MmCpn inh: M. maripaludis TRiC chaperonin inhibition | purified Mm-Cpn ATPase, ADP Transcreener TR-FRET | Potency, µM (highest dose often 76.9 µM), without a hit: top-dose activity, negative = inhibition, most hits filed as inhibitors | hit rate 0.031% among 330,000 | AID 504842; note: potency is the fitted concentration of half-maximal effect; % is set by controls: 0 for no effect and ±100 for the full control effect; nearly all actives have a fitted effect of over 80% in size
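Quantitative HTS used 25 nM Mm-CPN and 10 uM ATP in magnesium/KCl Tris buffer, pH 7.4, with 1 mM DTT. Hydrolysis ran 30 min at 37°C; ADP was read by HTRF.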
Abeta yeast res: restores growth of yeast expressing A-beta42 peptide; Potency, µM (titrated, usually from 46.1 µM), without a hit: at the highest dose growth rescue, most hits filed as activators; yeast expressing A-beta42, growth rescue, OD600, 48 h; response scale: 0% DMSO, 100% iron-clioquinol control; hit rate 0.063% among 410,000; note: potency is the fitted concentration of half-maximal effect; nearly all actives have a fitted effect of over 55% in size
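Yeast A-beta toxicity model in growth medium with pinned compounds, 48 h at 30 C; growth read as absorbance at 600 nm. Normalized to FeCl3/clioquinol equimolar mix (positive) and DMSO (negative).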
CCT chaperon mod: modulators of cytosolic chaperonin (CCT/TRiC) activity; purified chaperonin ATPase assay, HTRF ADP detection, 30 min; activity change, % (test concentration not listed), hits read low; hit rate 0.3% among 360,000; AID 651819; in the data active = activity change below about -30%; note: % is set by controls: 0 for no effect and ±100 for the full control effect
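ATPase activity: ADP formed was measured by HTRF Transcreener (665/615 nm ratio) after 30 min at 37 deg C with 10 uM ATP. Compounds screened at one 76 uM concentration against 40 or 20 nM TRiC in Tris pH 7.4/KCl/MgCl2/DTT buffer.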
A549 viability: kills or reduces viability of A549 cells in Nrf2 counter-screen; A549 ARE-Fluc cells, CellTiter-Fluor viability, 18-24 h; Potency, µM (doses to about 46 µM), for the others: at the highest dose activity change, negative = cytotoxicity, usual class: inhibitors; hit rate 0.16% among 390,000; AID 504648; note: potency is the fitted concentration of half-maximal effect; % is set by controls: 0 for no effect and ±100 for the full control effect
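A549 ARE_Fluc cells in 5% FBS OPTI-MEM were exposed to compounds in concentration-response for 18-24 h at 37 deg C. Viability was read by CellTiter-Fluor fluorescence (Ex 405/Em 525) after 30 min, before the luciferase read.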
TGFb SMAD3 inh: blocks TGF-b signaling; HepG2 CAGA-GFP TGF-b/SMAD3 reporter, GFP fluorescence, 18 h; TGF-beta stimulated, 500 pg/mL final; Potency, µM (top dose mostly 46.1 µM), for inactives: at the top dose activity, negative = inhibition, hits mostly inhibitors; hit rate 1.2% among 410,000; AID 588855; note: potency is the fitted concentration of half-maximal effect; % is set by controls: 0 for no effect and ±100 for the full control effect; nearly all actives have a fitted effect of over 65% in size
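HEPG2 CAGA-GFP, 1000 cells/well; 2 h settle, 37 C; cpd via pin tool; TGF-b 500 pg/mL final; 18 h, 37 C; GFP imaging ex488/em500-530; %Activity normalised to -TGF-b and +DMSO controls; CRC fit, curve class.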
The depositor's hits bear a star; i = inactive; ? = inconclusive; nt = no result given; & = joins results of further samples. Unless noted, calls come from the whole dose curve; as a rule, active = well fitted curve in the direction sought with a large enough effect; inconclusive = small, poorly fitted or top-dose-only effect, or another doubt; inactive = no such curve, though single readings can be large; an effect the other way counts as inactive or inconclusive. The order is random (roughly 4.3% active in at least one column).

SMILES | HepG2 viability | Nrf2 ARE act | Nrf2 inh | pAkt inh | MmCpn inh | Abeta yeast res | CCT chaperon mod | A549 viability | TGFb SMAD3 inh
O=C(Nc1nc(-c2ccccc2)cs1)Nc1ccc(F)cc1F | 3% | 6.5% | ? | i | -1% | 24% | 0.0 | -7% | 0%
COc1ccc(C2NC(=O)NC(O)(C(F)(F)F)C2C(=O)c2ccc(C)cc2)cc1 (stereo not given) | -7% | -0.7% | 5% | i | -2% | 10% | 1.0 | -2% | -3%
Cc1ccc(Cl)cc1N1CCN(C(=O)c2ccc3c(c2)N(Cc2ccc(F)cc2)CCS3)CC1 | 0% | -1.0% | -9% | nt | nt | 0% | nt | -3% | -3%
O=C(Nc1ccc(Br)cc1)c1ccc(N2C(=O)C3CCCCC3C2=O)cc1 (stereo not given) | -10% | -0.7% | ? | i | -6% | -2% | -0.1 | -8% | -7%
COc1ccc2oc(C(=O)NC(C)c3ccccn3)c(C)c2c1 (stereo not given) | -2% | 5.2% | 15% | i | 0% | -7% | -1.1 | 9% | 10%
O=C(NCC1OCCCN1S(=O)(=O)c1cc(F)ccc1F)C(=O)NC1CCCCCC1 (stereo not given) | -11% | 2.3% | 12% | i | -3% | -6% | -1.0 | 24% | 7%
COC(=O)CNC(c1ccccc1)c1cc(Br)ccc1NC(=O)CNC(=O)OCc1ccccc1 (stereo not given) | -35% | 1.6% | -6% | i | -12% | 24% | -0.5 | -15% | ?
COc1cccc(-n2c(COc3ccc(C)cc3)nnc2SCC(N)=O)c1 | 2% | -0.6% | 15% | i | 0% | -7% | -11 | 2% | 2%
CCC(CC)c1nnc(NC(=O)c2c(-c3ccccc3)noc2C)s1 | -21% | -0.3% | -8% | i | 0% | 13% | 0.0 | -5% | ?
COc1ccc(CN(C(=O)c2ccco2)c2ccc(C)c(C)c2)cc1 | -24% | 0.2% | -12% | i | -5% | 13% | 1.2 | 4% | -17%
Cc1ccc(NC(=O)N/C=C/c2ccco2)c(C)c1 | -12% | -0.3% | 15% | i | 1% | -12% | -0.5 | 4% | 1%
CCn1c(CNC(=O)c2ccco2)nnc1SCCOc1ccccc1 | 18% | -1.0% | -6% | i | 1% | -2% | -1.3 | -1% | 2%
CCN(c1ccccc1)S(=O)(=O)c1ccc(N2CCN(c3ccc(OC)cc3)CC2)nc1 | -10% | 0.1% | -1% | i | -2% | 5% | -1.6 | -1% | -2%
CC(=O)c1ccc(N2CCN(S(=O)(=O)c3cccc4nsnc34)CC2)cc1 | 22% | -0.2% | -11% | i | 2% | -9% | -0.3 | 17% | 15%
O=C(COC(=O)CCC(=O)c1ccc(F)cc1)Nc1ccc(N2CCOCC2)cc1 | 0% | 0.0% | 25% | i | ? | 1% | -3.2 | -9% | -4%
NC(=O)Cn1c(O)c(N=NC(=O)CNC(=O)/C=C/c2ccccc2)c2ccccc21 | 0% | 0.1% | 10% | i | 1% | 6% | -73* | -1% | ?
O=C(CN1CCCC1)N1c2ccccc2Sc2ccc(Cl)cc21 | -16% | 3.5% | 1% | i | 0% | -2% | -1.1 | 5% | -4%
Cn1nccc1NC(=O)CC1(CC(=O)O)CCCCC1 | -17% | -0.3% | ? | i | 1% | -9% | -1.4 | -1% | -7%
O=S(=O)(NCC1CCC(NS(=O)(=O)c2c(F)cccc2F)CC1)c1ccc2c(c1)OCCO2 (stereo not given) | 7% | 3.2% | 8% | nt | 0%&-8% | -5% | nt | -6% | -9%
CC1(C)CC(NCCN2CCN(C3=CC(=C(C#N)C#N)CC(C)(C)C3)CC2)=CC(=C(C#N)C#N)C1 | 6% | 1.7% | -26% | i | 3% | 2% | -0.9 | ? | 15%
Cc1cccc(Cn2c(=O)n(-c3ccc(CC(=O)NCc4ccco4)cc3)c(=O)c3sccc32)c1 | -33% | 4.7% | -26% | i | 1% | -14% | -2.5 | 2% | ?
Cc1cc(NS(=O)(=O)c2ccc(NC(=O)Nc3cccc(C(F)(F)F)c3)cc2)no1 | -7% | -0.3% | -8% | i | -2% | -3% | -0.7 | -14% | 30%
CN(C)c1nc(N2CCN(c3ccccc3)CC2)c(C#N)c(=O)o1 | -17% | 0.3% | ? | nt | 2% | 12% | -3.6 | -1% | -25%
FC(F)Oc1ccc(NC(=S)NC23CC4CC(CC(C4)C2)C3)cc1 | -24% | 12% | ? | i | 0% | ? | -2.1 | -10% | 13µM*
CCNC(=O)c1ccc2c(c1)nc1n2CCCCC1 | 2% | -0.2% | nt | nt | nt | -14% | nt | 5% | 16%

A different layout for some results above:
| molecule | HepG2 viability | Nrf2 ARE act | Nrf2 inh | pAkt inh | MmCpn inh | Abeta yeast res | CCT chaperon mod | A549 viability | TGFb SMAD3 inh |
| --- | --- | --- | --- | --- | --- | --- | --- | --- | --- |
| NC(=O)Cn1c(O)c(N=NC(=O)CNC(=O)/C=C/c2ccccc2)c2ccccc21 | 0% | 0.1% | 10% | i | 1% | 6% | -73* | -1% | ? |
| O=C(CN1CCCC1)N1c2ccccc2Sc2ccc(Cl)cc21 | -16% | 3.5% | 1% | i | 0% | -2% | -1.1 | 5% | -4% |
| Cn1nccc1NC(=O)CC1(CC(=O)O)CCCCC1 | -17% | -0.3% | ? | i | 1% | -9% | -1.4 | -1% | -7% |
| O=S(=O)(NCC1CCC(NS(=O)(=O)c2c(F)cccc2F)CC1)c1ccc2c(c1)OCCO2 (stereo not given) | 7% | 3.2% | 8% | nt | 0%&-8% | -5% | nt | -6% | -9% |

(cont.)
SMILES | HepG2 viability | Nrf2 ARE act | Nrf2 inh | pAkt inh | MmCpn inh | Abeta yeast res | CCT chaperon mod | A549 viability | TGFb SMAD3 inh
CCCNC(=O)C1(C)CCCN(Cc2c3ccccc3nn2C)C1 (stereo not given) | -8% | -1.1% | nt | i | nt | -18% | 0.1 | nt | -8%
CN(C(=O)COC(=O)c1cc(-c2ccccc2Cl)nc2ccccc12)C1CCS(=O)(=O)C1 (stereo not given) | -3% | 0.4% | -4% | i | -3% | 5% | -0.8 | 11% | 3%
CN1C(=O)CS(=O)c2ccc(C(=O)NC3CC3)cc21 (stereo not given) | -1% | 4.3% | 5% | i | -2% | 0% | 0.8 | 1% | -10%
N#Cc1cc2cc(Cl)ccc2[nH]c1=O | nt | 0.3% | nt | i | nt | -12% | 0.1 | nt | nt
CCCOc1cccc(C2c3c(oc4ccccc4c3=O)C(=O)N2c2nncs2)c1 (stereo not given) | -11% | 1.8% | -14% | nt | nt | -9% | nt | -1% | ?
Cc1ccc(S(=O)(=O)Nc2ccccc2-c2ccccc2NS(=O)(=O)c2ccc(C)cc2)cc1 | -32% | 0.1% | nt | i | 1% | 5% | 2.2 | -4% | ?
CC(=O)N1CCCc2cc(S(=O)(=O)N3CCC(C(=O)NCc4ccc(C)cc4)CC3)ccc21 | -25% | 1.1% | nt | nt | nt | 5% | nt | 3% | -6%
COc1ccc(S(=O)(=O)N2CCC(C(=O)N[C@@H](C)C(=O)NC3CC3)CC2)cc1 | 2% | -0.4% | 2% | i | 0% | -2% | -1.5 | -1% | 4%
CN=C(Nc1cccc(OC)c1)SC1CC(=O)N(c2ccc(C(=O)O)cc2)C1=O (stereo not given) | 10% | 2.2% | 7% | i | 0% | 11% | -1.7 | 0% | -2%
Cn1ncc2c(N)nc(NCCO)nc21 | -7% | -0.4% | 4% | i | nt | 18% | -2.2 | -6% | 2%
COC(OC)C1(CCc2ccccc2)NC(=O)NC1=O (stereo not given) | -1% | -0.1% | -4% | i | nt | -8% | -3.0 | 4% | -1%
O=C(c1ccccc1C(=O)N(c1ccccc1)c1ccccc1)N1CCCCC1 | 9% | -0.6% | 2% | i | 2% | 10% | 1.2 | -1% | ?
CCn1cc(CN2CCN(CCc3ccccc3)C(CCO)C2)c(C)n1 (stereo not given) | 9% | 3.0% | 30% | i | -1% | 6% | 1.6 | 0% | -2%
O=C(NCCc1csc(-c2cccnc2)n1)c1cccc(Cl)c1 | -9%&-10% | -1.0%&0.8% | 14% | i | -1% | 9%&-8% | 1.3 | 13%&2% | 2%&-1%
CC(=O)N1CCCC1c1nc2ccccc2n1Cc1cc(C)ccc1C (stereo not given) | -20% | -0.8% | -21% | nt | nt | -17% | nt | 15% | 1%
O=C(CNC(=O)c1ccccc1F)Nc1ccncc1 | 4% | 0.6% | 6% | i | -1% | -4% | 0.4 | 0% | 1%
COc1ccc(N2C(=O)C3CCCN3C2c2cccc(OC)c2OC)cc1 (stereo not given) | 4% | -1.1% | 5% | i | -1% | -5% | -6.1 | 5% | 14%
CC(=O)Nc1ccc(N(C(=O)CNC(=O)c2cccs2)C(C(=O)NC(C)(C)C)c2ccccc2)cc1 (stereo not given) | 12% | -0.4% | 1% | i | 2% | 2% | -0.2 | 4% | 0%
COc1cccc(OCc2cc(C(=O)NCCN3CCCCC3CO)no2)c1 (stereo not given) | 3% | 1.7% | 11% | i | 1% | 8% | 1.1 | 0% | ?
Cc1ccc(-n2ncc3c(=O)n(Cc4cccnc4)cnc32)cc1 | -8% | 0.2% | ? | i | 0% | -3% | 0.1 | 2% | ?
Cc1ccccc1N=Nc1c(N)n[nH]c1N | -5% | 3.9% | -2% | i | 0% | -20% | -0.7 | -19% | 3%
O=S(=O)(c1cc(Br)c(Cl)s1)N1CCCC1 | -17% | -0.4% | 2% | i | 1% | 4% | -0.2 | 1% | -13%
Cc1ccc(-c2nnc(-c3cccs3)o2)cc1 | -17% | ? | ? | i | -1% | -4% | -4.0 | 1% | -9%
